Assay outcomes from PubChem.
PI4K2A inh = PI4K2A (human) kinase inhibition; purified PI4K2A, ADP-Glo luminescence, 1 h; hits give low values; 420,000 tested, 0.13% active; Q9BTU6; activity change, negative = inhibition, % at 76.9 µM; in the data active means activity change below about -50%; inconclusive means mostly about -30% to -49%;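 further: -100% = wells without enzyme as full effect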
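Compounds are screened against recombinant PI4K2A using PI as substrate and ATP, the latter dispensed at 300 microM. Reactions run one hour at ambient temperature before ADP-Glo detection; full inhibition defined by wells lacking enzyme.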
POLH inh = blocks human DNA polymerase eta activity; recombinant Pol eta, fluorescent DNA replication assay; 390,000 tested, 1.2% active; Q9Y253; Potency, µM (series often up to 114 µM), without a hit: at the highest dose activity change, negative = inhibition, usual class: inhibitors; further: potency means the concentration at half of the fitted maximal effect; on the % scale 0 is the no-effect control and ±100 the full control effect
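Fluorescent replication assay: 50 nM final substrate added after a 15 min room-temperature compound preincubation with 10 nM enzyme. Signal taken at 0 min and again at 10 min.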
G9a inh = G9a (human) methyltransferase inhibition; Q96KQ7; G9a H3K9 monomethylation, AlphaScreen, 2 h; Potency, µM (series often up to 102 µM), for inactives: at the highest dose activity, negative = inhibition, hits mostly inhibitors; 350,000 tested, 8.8% active; AID 504332; further: potency means the concentration at half of the fitted maximal effect; on the % scale 0 is the no-effect control and ±100 the full control effect; nearly all actives have a fitted effect of over 75% in size
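Signal arises when biotinylated H3K9 peptide, once monomethylated, bridges streptavidin donor and antibody-captured acceptor beads. Enzyme at 20 nM was preincubated 15 min with test compounds; peptide 500 nM and SAM 20 uM then reacted for 2 h.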
JMJD2A Tudor inh = blocks the human JMJD2A Tudor domain; O75164; AlphaScreen JMJD2A-Tudor / H3K4me3 peptide binding; Potency, µM (series often up to 114 µM), for the others: at the highest dose activity change, negative = inhibition, usual class: inhibitors; 390,000 tested, 4.4% active; AID 504339; further: potency means the concentration at half of the fitted maximal effect; on the % scale 0 is the no-effect control and ±100 the full control effect; nearly all actives have a fitted effect of over 50% in size
HP1b chromo inh = blocks HP1-beta chromodomain binding to methylated histone tails; Potency, µM (top dose mostly 114 µM), inactives show at the top dose activity change, negative = inhibition, actives largely listed as inhibitors; 390,000 tested, 0.56% active; P83916; AID 540317; AlphaScreen HP1-beta / biotin-H3K9me3 peptide binding; further: potency means the concentration at half of the fitted maximal effect; nearly all actives have a fitted effect of over 70% in size; inactives centre near 23
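AlphaScreen: HP1-beta (50 nM) preformed 30 min with biotin-H3(1-18)K9me3 peptide (50 nM) in PBS pH 7.4, 0.01% Tween-20. Compound added for 30 min at RT, then streptavidin donor/nickel chelate acceptor beads (10 ug/mL) for 30 min.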
PGK inhibitor = inhibitors of T. brucei phosphoglycerate kinase. PGK/GAPDH coupled, Kinase-Glo luminescence, 60 min. Potency, µM (top dose mostly 57.5 µM), inactives show top-dose activity change, negative = inhibition, usual class: inhibitors. 380,000 tested, 0.043% active. AID 602233; further: potency means the concentration at half of the fitted maximal effect; on the % scale 0 is the no-effect control and ±100 the full control effect; nearly all actives have a fitted effect of over 60% in size
Target sequence (P07378 whole entry, looked up): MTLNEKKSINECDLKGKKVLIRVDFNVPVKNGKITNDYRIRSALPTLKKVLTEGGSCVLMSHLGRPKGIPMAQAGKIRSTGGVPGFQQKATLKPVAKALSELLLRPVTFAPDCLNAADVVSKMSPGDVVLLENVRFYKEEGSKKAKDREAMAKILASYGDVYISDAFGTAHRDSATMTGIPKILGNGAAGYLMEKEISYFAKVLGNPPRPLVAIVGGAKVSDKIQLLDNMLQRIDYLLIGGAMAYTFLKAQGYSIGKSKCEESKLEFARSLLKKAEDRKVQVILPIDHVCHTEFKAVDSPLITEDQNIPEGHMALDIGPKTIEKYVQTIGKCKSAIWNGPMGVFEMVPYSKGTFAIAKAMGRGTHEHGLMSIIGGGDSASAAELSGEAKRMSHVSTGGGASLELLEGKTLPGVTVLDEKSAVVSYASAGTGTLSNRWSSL
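Luminescent ATP detection (Kinase-Glo Plus) follows a 60-minute room-temperature incubation, with wells lacking PGK as controls. Buffer: 100 mM TEA (pH 7.6), 5 mM MgCl2, 0.01% Tween-20. Coupling enzyme GAPDH (100 nM final) supplies unstable 1,3-BPG in-well.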
Pin1 inhibitor = inhibitors of human Pin1 | AID 504891 | Potency, µM (doses to about 115 µM), for inactives: at the top dose activity, negative = inhibition, most hits filed as inhibitors | Q13526 | 390,000 tested, 0.009% active | Pin1 FP peptide displacement, HiFluor488, 10 min; active means well fitted inhibition curve with a large enough effect in the polarisation, with a control signal flat, not every such curve was filed as active; inconclusive means small, poorly fitted or top-dose-only effect, or effect the other way, or a change in a side signal; inactive means no such curve, though single readings can be large or run the other way; the % refers to the polarisation; further: potency means the concentration at half of the fitted maximal effect; on the % scale 0 is the no-effect control and ±100 the full control effect
GLS inh = inhibitors of human glutaminase (GLS) | O94925 | GLS enzymatic activity, qHTS titration | Potency, µM (top dose mostly 45.5 µM), for the others: top-dose activity change, negative = inhibition, most hits filed as inhibitors | 410,000 tested, 0.21% active | AID 624170; further: potency means the concentration at half of the fitted maximal effect; on the % scale 0 is the no-effect control and ±100 the full control effect
Target sequence (O94925 whole entry, looked up): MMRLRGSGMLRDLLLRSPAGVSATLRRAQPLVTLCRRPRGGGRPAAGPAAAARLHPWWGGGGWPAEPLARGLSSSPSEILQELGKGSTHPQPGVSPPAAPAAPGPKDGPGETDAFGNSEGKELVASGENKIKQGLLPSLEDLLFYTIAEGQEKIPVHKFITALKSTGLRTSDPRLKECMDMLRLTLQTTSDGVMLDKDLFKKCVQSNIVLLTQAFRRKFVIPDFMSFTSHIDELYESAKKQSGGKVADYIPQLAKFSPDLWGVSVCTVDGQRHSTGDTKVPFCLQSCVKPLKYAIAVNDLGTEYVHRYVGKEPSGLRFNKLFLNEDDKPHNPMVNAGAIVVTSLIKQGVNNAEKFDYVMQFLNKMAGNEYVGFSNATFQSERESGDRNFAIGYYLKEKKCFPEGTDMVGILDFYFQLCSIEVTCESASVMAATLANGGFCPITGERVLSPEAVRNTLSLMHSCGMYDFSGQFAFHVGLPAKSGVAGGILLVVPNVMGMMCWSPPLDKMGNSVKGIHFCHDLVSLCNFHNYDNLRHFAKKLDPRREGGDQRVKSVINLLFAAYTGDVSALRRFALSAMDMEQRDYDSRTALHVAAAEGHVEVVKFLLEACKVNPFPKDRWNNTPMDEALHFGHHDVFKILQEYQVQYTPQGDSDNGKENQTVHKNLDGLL
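hKGA in 45 mM KH2PO4 pH 8.2, 0.02% Tween-20 with pin-transferred compounds; 1 mM L-glutamine (stock) plus glutamate oxidase/HRP/Amplex Red coupling added. Fluorescence read initially and after 30 min at RT.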
BAZ2B block = blocks human BAZ2B. 360,000 tested, 4.4% active. Potency, µM (top dose mostly 114 µM), for the others: at the highest dose activity change, negative = inhibition, hits mostly inhibitors. AlphaScreen BAZ2B-H3K14Ac peptide displacement. Q9UIF8; further: potency means the concentration at half of the fitted maximal effect; on the % scale 0 is the no-effect control and ±100 the full control effect; nearly all actives have a fitted effect of over 60% in size
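In this displacement format the biotinylated H3(5-23) peptide acetylated at Lys14 serves as ligand at 50 nM, with BAZ2B at 50 nM in PBS pH 7.4 containing 0.01% Tween-20. Donor and acceptor beads are 10 ug/mL final.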
Numbers without * were called inactive; i = inactive; ? = inconclusive; . = not tested or not shown; [ ] = another dose, or the depositor's remark. Unless noted, the call rests on the fitted dose curve; in most records, active means well fitted curve in the direction sought with a large enough effect; inconclusive means small, poorly fitted or top-dose-only effect, or another doubt; inactive means no such curve, though single readings can be large; an effect the other way counts as inactive or inconclusive.

SMILES	PI4K2A inh	POLH inh	G9a inh	JMJD2A Tudor inh	HP1b chromo inh	PGK inhibitor	Pin1 inhibitor	GLS inh	BAZ2B block
Cc1cccc(C)c1-c1ccc(CN2C(CC(C)C)C(=O)N(Cc3cn(CC4CCCCC4)nn3)CCS2(=O)=O)cc1 (stereo not given)	1	-6%	.	-26%	8%	-9%	-4%	-6%	.
CC(=O)NNC(=O)CN1C(=O)/C(=C/c2ccccc2)SC1=S	5	-10%	27%[59 µM]	-27%	37%	0%	0%	3%	-7%
O=S(=O)(O)c1nc2ccccc2n1Cc1ccc(Cl)cc1Cl	-2	-22%	-19%[59 µM]	-8%	31%	-8%	-11%	71%[activator]	-31%
Cc1ccc(S(=O)(=O)Nc2ccc(Cl)cc2)cc1NC(=O)Cn1cnc2c1c(=O)n(C)c(=O)n2C	-3	-9%	-2%[59 µM]	-17%	4%	-4%	0%	13%	0%
COc1ccc2[nH]c(=O)c(CN(CC3CCCO3)C(=O)Nc3ccccc3)cc2c1 (stereo not given)	0	-23%	14%[2.33 µM]	-13%	21%	0%	-4%	-7%	4%
CCOC(=O)c1sc2nc(CC(C)C)c3c(c2c1N)CCC3	1	-8%	23%[59 µM]	25%	93%[activator]	-2%	-3%	9%	10%
COc1ccc(NC2CCCN(C(=O)CCc3cccc(Cl)c3)C2)cc1 (stereo not given)	-3	-20%	?	?	?	i	6%	-8%	35µM*
CC(c1ccco1)N(C(=O)c1ccccc1NS(=O)(=O)c1cc([N+](=O)[O-])ccc1Cl)c1ccccn1 (stereo not given)	-12	-16%	4µM*	25µM*	-12%	-2%	-3%	9%	79µM*
O=S(=O)(Nc1ccc2c(c1)CCC2)c1cccs1	3	-11%	2%	-10%	25%	7%	17%	28%	7%
CC(C)(O)C#Cc1ccc(C(=O)N2CCCC2C(=O)O)s1 (stereo not given)	3	-6%	-3%[59 µM]	7%	26%	i	0%	2%	-1%
O=C(CCNC(=O)c1ccc([N+](=O)[O-])cc1)Nc1ccc(S(=O)(=O)N2CCOCC2)cc1	-4	-22%	-49%	-10%	20%	0%	0%	-3%	-32%
COc1ccc(Oc2cc(NN3CCCCC3)c([N+](=O)[O-])cc2[N+](=O)[O-])cc1OC	-1	-26%	?	?	-26%	-5%	-6%	17%	?
COc1ccc(-c2csc3nc(C)nc(N4CCN(C(C)=O)CC4)c23)cc1OC	3	-8%	-8%	7%	21%	-7%	0%	-6%	4%
Cn1cc(C(=O)NC2C3CC4CC(C3)CC2C4)cn1 (stereo not given)	-2	-27%	23%[59 µM]	-7%	?	0%	0%	9%	5%
CCC1=C(C(=O)OC)C(c2cc(OC)ccc2OC)C(C#N)=C(N)O1 (stereo not given)	-1	-10%	-8%[12.7 µM]	-27%	21%	-1%	-4%	-7%	4%
Cc1ccnc(NC(=O)C2CCCN(S(=O)(=O)c3cnc[nH]3)C2)c1 (stereo not given)	1	-7%	-45%	-14%	43%[activator]	-10%	-6%	-2%	-21%
Cn1c(=O)cc(OCC(=O)NCc2cccnc2)c2ccccc21	-5	-6%	?	-11%	4%	-2%	-3%	0%	2%
O=C(O)c1cc(Cl)ccc1NC(=O)C1CCCO1 (stereo not given)	3	11%	4%[12.7 µM]	-27%	9%	-4%[11.5 µM]	-8%	-2%	-1%
CCCCN1C(=O)CCC(C(=O)O)C1c1ccccc1 (stereo not given)	1	-7%	63%[activator][59 µM]	-11%	10%	-6%	2%	?	-34%[57.1 µM]
CCCC(=O)Nc1ccc(Oc2ccc(NC(=O)CCC)cc2)cc1	-3	-7%	8%[59 µM]	-19%	24%	-4%	-8%	-12%	1%
Cc1ccc2sc(N(CCCN(C)C)C(=O)c3ccc(S(=O)(=O)N(C)Cc4ccccc4)cc3)nc2c1C	-6	-26%	10µM*	?	?	i	3%	4%	3%
COc1ccc(C(=O)Nc2nnc(-c3ccc(F)cc3)s2)c(OC)c1	2	-8%	3%	-11%	23%	-10%	0%	-1%	0%
Nc1ccc2c(c1)Oc1ccccc1C=C2	-4	-12%	22%	-17%	12%	-6%	?	-10%	2%
C/C=C/c1ccc(OCC(=O)Nc2cc(Cl)ccc2-n2cncn2)c(OC)c1	-2	-16%	?	-13%	6%	-4%	3%	-1%	-5%
COc1cc(C2C(C(=O)Nc3ccc(F)cc3)=C(C)Nc3nc(CCCO)nn32)cc(OC)c1OC (stereo not given)	2	-19%	16%	5%	56%[activator]	-3%	0%	11%	6%
Remaining list, next part
SMILES	PI4K2A inh	POLH inh	G9a inh	JMJD2A Tudor inh	HP1b chromo inh	PGK inhibitor	Pin1 inhibitor	GLS inh	BAZ2B block
O=C(NCCN1CCN(c2ccccc2)CC1)Nc1cccc(Cl)c1	-1	-10%	.	-29%	36%	-6%	-1%	-3%	-36%
O=C(NC1CCCCC1)c1ccccc1NC(=O)C1CC1	-3	-3%	-38%[59 µM]	-4%	26%	-6%	-11%	-2%	-6%
Cn1c2ccccc2c2cc(/C=C(\NC(=O)c3ccccc3)C(=O)NCC(=O)O)ccc21	0	-8%	50µM*	-19%	20%	-2%	?	-9%	-38%
O=c1[nH]c(SCc2ccc(Br)cc2)nc2c1CCCC2	5	.	?	8%	40%	.	-5%	-7%	1%
CCCNC(=S)N1CCC(C(=O)c2ccc(Cl)cc2)CC1	-1	-7%	2%	-14%	46%[activator]	-2%	0%	-5%	5%
CCCCCn1c(CCNC(=O)c2cccc(C)c2)nc2ccccc21	2	-23%	22%[59 µM]	-11%	48%[activator]	-7%	?	-12%	-15%
Cc1cccnc1NC(=O)c1cccc(S(=O)(=O)N2CCCc3ccccc32)c1	-4	2%	.	-18%	22%	-5%	-2%	4%	-27%
Cc1ccc2c(c1)N(C(=O)N1CCC(C(=O)NC3CCCCCC3)CC1)CCO2	1	-10%	-5%[59 µM]	-19%	3%	i	-1%	-5%	-4%
CCCCNC(=S)NNC(=O)CCn1cc(C)cn1	-4	-12%	16%[59 µM]	-6%	48%[activator]	i	-3%	9%	-5%
O=C(CN1CCN(Cc2ccccc2)CC1)Nc1cccc(S(=O)(=O)N2CCCCCC2)c1	3	-25%	?	-26%	-25%	3%	-4%	0%	.
Cc1cccc(OCCSc2nc3ccc(NC(=O)COc4ccccc4C)cc3s2)c1	1	-7%	2%[59 µM]	2%	52%[activator]	i	-12%	-15%	-1%
CCOc1ccccc1-n1c(COc2ccc(C)cc2)nnc1SCC(N)=O	-1	-15%	-11%[12.7 µM]	-11%	7%	-8%	2%	9%	-4%
O=C(COC(=O)Cc1ccccc1F)NCc1ccccc1Cl	7	-18%	.	.	.	-9%	.	6%	.
COC(=O)c1ccc(NC(=S)NC2CCCCC2C)cc1 (stereo not given)	-4	?	39%[activator][59 µM]	-9%	26%	-2%	-7%	-7%	2%
COc1ccc(/C=C/C(=O)Nc2cc(C)nn2-c2nc3ccccc3n2Cc2cccc([N+](=O)[O-])c2)cc1	5	-11%	20%[59 µM]	-11%	15%	-9%	4%	-1%	-22%
Cc1ccsc1C(=O)NNC(=S)NCC(C)C	4	-10%	75%[activator][12.7 µM]	-5%	19%	-9%	-1%	5%	13%
CCCN(CCC)CCCNC(=O)c1cc2c(=O)[nH]c3ccccc3c2s1	-1	-10%	-6%	-8%	33%	-4%	-4%	-4%	4%
COc1ccc(NC(=O)CN2c3cccc4cccc(c34)S2(=O)=O)c(OC)c1	9	3%	-10%[59 µM]	-21%	13%	-4%	7%	5%	-2%
O=C(NCCN1CCN(c2ccccc2)CC1)c1ccc2c(c1)[nH]c(=S)n1c3ccccc3nc21	4	-25%	-34%	-18%	27%	-2%	1%	-5%	-10%
CCOc1ccc(C(CC(=O)Nc2cc(C)c(Cl)cc2OC)N2Cc3ccccc3C2=O)cc1OC (stereo not given)	-3	-10%	?	-19%	21%	10%	0%	1%	?
Cc1ccc(C)c(NC(=O)CNS(=O)(=O)c2ccccc2)c1	-1	-11%	15%[12.7 µM]	-14%	37%	-8%	0%	0%	10%
CCCCC1CN2CCc3c([nH]c4ccccc34)C2(C)C1 (stereo not given)	2	-19%	79µM*	1%[57.1 µM]	20%	-1%	17%	1%	?
CCn1c(=NC(=O)COc2ccccc2)sc2cccc(F)c21	0	25%	-3%	6%[11.4 µM]	51%[activator]	-6%	-6%	-3%	6%
Cc1cc(C)c2c(N)c(C(=O)Nc3cccc(C)c3C)sc2n1	2	-3%	18%	-10%	8%	-7%	0%	-9%	3%
CCOc1ccc(NC(=O)CNC(=O)c2ccc([N+](=O)[O-])cc2)cc1	6	-23%	-21%	-2%	32%	3%	-2%	-4%	-13%
CC(C)(C)c1ccc(OCCCNC2CCCC2)cc1	0	-8%	11µM*	20µM*	-36%	-6%	-7%	8%	79µM*
Cc1cc(O)cc2c(=O)c3ccccc3sc12	-6	-5%	-23%	2%[11.4 µM]	-17%	-3%	-8%	0%	-28%
COc1ccc(-n2c3c(cc(C(=O)NNc4ccccc4C)c2=O)C(=O)CC(C)(C)C3)cc1	0	-7%	50µM*	-11%	8%	-4%	-2%	0%	.
CCOc1cc(S(=O)(=O)N(CC)CC)c(OCC)cc1-n1cnnn1	2	-3%	1%[12.7 µM]	-9%	20%	-2%	-3%	0%	-4%
Clc1ccccc1Cn1nc(-c2ccccc2)nc1-c1ccccc1	-1	-20%	18%[59 µM]	44%[activator]	115%[activator]	1%	-1%	6%	40%[activator]

2 compounds drawn at random from those above:
SMILES	PI4K2A inh	POLH inh	G9a inh	JMJD2A Tudor inh	HP1b chromo inh	PGK inhibitor	Pin1 inhibitor	GLS inh	BAZ2B block
CCCN(CCC)CCCNC(=O)c1cc2c(=O)[nH]c3ccccc3c2s1	-1	-10%	-6%	-8%	33%	-4%	-4%	-4%	4%
O=C(NCCN1CCN(c2ccccc2)CC1)Nc1cccc(Cl)c1	-1	-10%	.	-29%	36%	-6%	-1%	-3%	-36%

A portion of the library; rates above refer to the full screens.
